Screens as filed in PubChem.
ERa SRC1 inh: ER-alpha (human) coactivator binding inhibition | P03372 | TR-FRET ER-alpha LBD / SRC-1 peptide, estradiol-bound | inhibition, % at 25.6 µM | 1.7% of 86,000 active | AID 629; in the data active means inhibition above about 50%;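 further: 0% = receptor plus peptide control and 100% = peptide only without receptor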
CD11b adhes enh: enhancers of human CD11b/CD18 binding to fibrinogen; 0.07% of 93,000 active; P05107+P11215; activation, % at 10 µM; K562 CD11b/CD18 adhesion to fibrinogen, ATPlite luminescence;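 active means 10 µM primary screen giving 50% or more activity, confirmed by 40% or more on retest at that dose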; further: strong numbers were not always called active
Rev-RRE block: inhibitors of HIV-1 Rev-RRE RNA interaction; AID 704; inhibition, % at 8 µM; 0.79% of 97,000 active; Rev peptide-RRE RNA binding, FRET;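 active means inhibition above the screen-wide mean plus 3 SD, cut at about 35% in these data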;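 further: 0% = median DMSO wells and 100% = median Neomycin B control wells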
Target sequence (P05866 whole entry, looked up): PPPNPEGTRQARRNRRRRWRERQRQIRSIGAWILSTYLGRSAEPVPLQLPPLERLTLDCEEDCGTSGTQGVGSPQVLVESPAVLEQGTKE
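System: Cy5-labelled duplex RRE RNA binding fluorescein-labelled HIV Rev peptide; Signal: fluorescein-to-Cy5 FRET, 480 nm excitation; Also added: labelled Rev peptide; Compound: one concentration, 8 µM nominal; Buffer or medium: HEPES pH 7.5 salt buffer with EDTA; Read-out: % inhibition of FRET ratio versus controls; Schedule: 5 min preincubation and 15 min binding, 25 °C.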
ERa SRC1 pot: ER-alpha (human) coactivator binding potentiation; TR-FRET ERalpha-LBD/SRC-Cy5 coactivator binding, 2 h; 100 = basal binding, no effect; coactivator binding (% of control), % at 25.6 µM; 1.3% of 86,000 active; AID 639; in the data active means activity above about 200%;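 further: binding measured in presence of low estradiol as agonist stimulus; 0% = peptide alone without receptor and 100% = receptor with peptide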
Plk1 PBD FP: Plk1 (human) PBD binding inhibition. P53350. 0.13% of 97,000 active. Plk1 PBD phosphopeptide binding, fluorescence polarization. inhibition, %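 (tested at about 20 µM)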. AID 693; in the data active means inhibition above about 34%, passing the limit was not always enough
PLK1 kinase inh: inhibitors of human PLK1 kinase | recombinant PLK1 kinase, TR-FRET peptide phosphorylation | inhibition, % at 10 µM | 0.53% of 97,000 active | AID 619;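 active means inhibition of 50% or more in the single-concentration screen; inactive means inhibition below 50%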;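 further: 0% = DMSO max control and 100% = H-89 dihydrochloride min control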
Mac1 fbg inh: CD11b/CD18-fibrinogen binding inhibition; P05107+P11215; K562 CD11b/CD18 adhesion to fibrinogen, ATPlite luminescence; Mn2+ added to activate the integrin; inhibition, % at 10 µM; 0.54% of 93,000 active; AID 1497;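 active means primary inhibition of 50% or more at 10 µM, then 40% or more on retest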; further: some results filed as inactive read as strong as hits
FAK blocker: inhibitors of human focal adhesion kinase; biochemical FAK kinase activity assay; inhibition, %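 (tested at 7 µM)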; 0.84% of 97,000 active; Q05397; in the data active means inhibition above about 19%;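 further: 0% = DMSO and 100% = reference compound high control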
ERb coact inh: blocks coactivator binding to human estrogen receptor beta; inhibition, % at 25.6 µM; 1.3% of 86,000 active; TR-FRET ER-beta LBD / SRC1-Cy5 peptide binding; receptor agonist-loaded with 1 µM estradiol; Q92731;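 active means compounds whose percent inhibition of the receptor-coactivator binding signal exceeds about 50% in the single-dose screen, limit read from the data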;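 further: 0% = receptor plus peptide wells without compound and 100% = peptide-only wells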
Target sequence (Q92731 whole entry, looked up, the tested form may be a part): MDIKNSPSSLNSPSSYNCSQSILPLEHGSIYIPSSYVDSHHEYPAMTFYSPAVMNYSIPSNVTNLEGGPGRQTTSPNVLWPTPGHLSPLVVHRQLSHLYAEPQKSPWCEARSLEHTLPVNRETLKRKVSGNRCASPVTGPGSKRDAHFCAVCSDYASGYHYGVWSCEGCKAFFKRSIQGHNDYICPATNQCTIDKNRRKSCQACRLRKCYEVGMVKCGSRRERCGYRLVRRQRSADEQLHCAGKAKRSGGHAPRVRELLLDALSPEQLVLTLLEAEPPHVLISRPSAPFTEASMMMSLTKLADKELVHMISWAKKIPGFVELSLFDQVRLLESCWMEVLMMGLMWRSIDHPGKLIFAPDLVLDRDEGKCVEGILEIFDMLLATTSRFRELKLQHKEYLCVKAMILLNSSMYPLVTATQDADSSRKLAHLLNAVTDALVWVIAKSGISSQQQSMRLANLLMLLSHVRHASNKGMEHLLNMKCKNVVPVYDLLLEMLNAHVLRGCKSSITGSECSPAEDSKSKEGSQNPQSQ
* hit, by the source's call; . = not tested or not shown; [ ] = remark or other dose. Compounds were not picked by outcome (roughly 4.7% active in at least one column).

SMILES	ERa SRC1 inh	CD11b adhes enh	Rev-RRE block	ERa SRC1 pot	Plk1 PBD FP	PLK1 kinase inh	Mac1 fbg inh	FAK blocker	ERb coact inh
O=C(NCc1cccs1)C1CCC(CNS(=O)(=O)c2cccs2)CC1 (stereo not drawn)	-3	-3	3	124	-4	-33	-25	-1	4
COc1cc(C2C(C#N)=C(N)Oc3cc(C)n(CCN4CCOCC4)c(=O)c32)cc(OC)c1OC (stereo not drawn)	-1	.	2	100	-14	2	.	1	2
N#CCSc1nnc(-c2ccccc2)c(-c2ccccc2)n1	.	-4	-2	.	-3	-7	-6	-2	.
COc1ccccc1CN(C)C(=O)c1ccc2c(c1)NC(=O)CS2	.	-4	7	.	14	-10	1	1	.
Cc1cc(NC(=O)c2cccc(F)c2)ncc1NC(=O)c1ccco1	-2	-1	-2	125	7	-8	-1	1	-9
CN1CCN(CCP(=O)(c2ccccc2)c2ccccc2)CC1	8	0	2	111	-12	-6	-27	-4	-8[fluorescence artefact?]
c1coc(-c2nn3c(-c4ccco4)nnc3s2)c1	58*[fluorescence artefact?]	-3	8	76[fluorescence artefact?]	6	-9	38	4	55*
COC(=O)CC1=C(C(=O)OC)C(c2cccs2)C(C#N)=C(N)O1 (stereo not drawn)	0	-1	18	140	-8	-9	5	2	-1
CCOC(=O)c1[nH]c(C)c(C(=O)OCC(=O)N2CCc3ccccc32)c1C	5	-5	4	94	18	-11	0	0	-2
CC1(C)N([O-])C2=C(c3ccccc3C2=O)[N+](=O)C1(C)C	-6	1	2	102	-13	0	-11	0	-7
CCn1c(COc2ccccc2C)nnc1SCC(=O)N1CCCCC1	-5	4	-1	117	-20	-5	-4	-1	-8
COc1cccc(Nc2nnc(SCc3cc([N+](=O)[O-])cc4c3OCOC4)s2)c1	.	-6	2	.	6	-13	3	5	.
COc1ccc(NC(=S)NC(NC(=O)c2cccc(Cl)c2)C(Cl)(Cl)Cl)c([N+](=O)[O-])c1 (stereo not drawn)	8	.	10	86	-3	-5	.	3	10
CCOc1ccc(C(C)=O)cc1N1C(=O)C2C3C=CC(C3=C(C)C)C2C1=O (stereo not drawn)	.	7	0	.	28	-7	-1	-3	.
Cc1ccccc1C(=O)c1c[nH]c(C(=O)NCC2CCCO2)c1 (stereo not drawn)	.	31	-2	.	8	-9	-10	-4	.
Cc1cccc2cc3c(nc12)SC(=NCC1CCCO1)N(Cc1ccco1)C3 (stereo not drawn)	19[fluorescence artefact?]	-3	-2	108	22	-6	4	3	5[fluorescence artefact?]
c1ccc2c(-n3cnnn3)cccc2c1	-3[fluorescence artefact?]	3	10	86	-33	-10	-4	-4	24[fluorescence artefact?]
Cc1cc(-c2cc(N)n(-c3ccccc3)n2)c(C)n1C1CCCC1	-5[fluorescence artefact?]	8	0	95	-17	-24	6	2	-2
C=CCSc1nnc(NC(=O)c2nc(SCC)ncc2Cl)s1	0	-2	-2	108	5	-7	14	-4	1
CCC(=O)Nc1c(C)ccc2nsnc12	9	0	.	103[fluorescence artefact?]	.	.	-8	.	19
COCCNC(=O)c1ccccc1NC(=O)c1ccc(OC)c(OC)c1	5	1	.	145	.	.	-11	.	20
Fc1ccc(NC(=S)N/N=C/c2cccc(Br)c2)c(F)c1	.	2	3	.	7	-6	-4	-2	.
COCCn1c(SCc2ccccc2Cl)nc2c1c(=O)[nH]c(=O)n2C	11	-2	-1	70	-37	-8	-3	1	6
CCCSC1=C(C#N)C(c2ccc(Cl)cc2Cl)CC(=O)N1 (stereo not drawn)	3	3	9	89	-9	-15	-41	2	-1
COc1ccccc1N1CCN(C(c2ccccc2Cl)c2nnnn2C(C)(C)C)CC1 (stereo not drawn)	.	8	8	.	-1	-15	5	6	.

Later entries
SMILES	ERa SRC1 inh	CD11b adhes enh	Rev-RRE block	ERa SRC1 pot	Plk1 PBD FP	PLK1 kinase inh	Mac1 fbg inh	FAK blocker	ERb coact inh
CCOC(=O)C1CCCN(Cc2nc(N)nc(Nc3ccccc3OC)n2)C1 (stereo not drawn)	2	-2	.	85	.	.	0	.	0[fluorescence artefact?]
CC1CC(C)CN(C(=O)Cn2c(=O)n(CCCCC(=O)NC3CCCC3)c(=O)c3ccccc32)C1 (stereo not drawn)	-4	-5	5	106	5	2	-20	1	-5
Cc1cccc2cc(CN(CCCO)C(=O)Nc3ccccc3Cl)c(=O)[nH]c12	-4	2	1	115	-1	4	4	0	-5
CCOC(=O)c1[nH]c(C)c(C(=O)NC2CCCCC2)c1C	-8	4	5	122	20	-7	1	0	5
O=C1CC(c2ccc(F)cc2)Sc2ccccc2N1 (stereo not drawn)	1[fluorescence artefact?]	.	-2	98	25	3	.	1	-4
CCC(=O)Nc1cccc(-c2nc3ccccc3o2)c1	0	-3	3	119	-15	-14	2	1	-8
CCOCCCNC(=O)CCCOc1ccccc1	-4	-2	4	127[fluorescence artefact?]	43*	-8	-14	-1	-2[fluorescence artefact?]
Cc1ccccc1S(=O)(=O)Cc1ccc(C(=O)N2CCN(c3ncccn3)CC2)o1	3	-1	.	122	.	.	9	.	-8[fluorescence artefact?]
O=C(c1ccccc1F)N1CCN(Cc2ccccc2F)CC1	8[fluorescence artefact?]	-4	-2	102	-23	-27	4	-1	4[fluorescence artefact?]
CC1CC(C)CN(c2ccc(C(=O)OCC(=O)NC3CCCc4ccccc43)cc2[N+](=O)[O-])C1 (stereo not drawn)	-12	0	10	108	4	-4	3	0	-5
CC(=O)c1c[nH]c(C(=O)NCC2CCCO2)c1 (stereo not drawn)	.	-2	10	.	19	-4	-6	1	.
COc1ccc(OC)c(NC(=O)CN2C(=O)c3ccccc3S2(=O)=O)c1	-2	-1	.	121	.	.	-17	.	-15
Cc1ccc(S(=O)(=O)N2CCC(C(N)=O)CC2)c(C)c1C	-4	-6	3	109	27	-7	1	1	0
COCC(=O)Nc1nnc(SCC(=O)NCc2cccs2)s1	2	5	4	98	-16	-24	0	0	2
CCOC(=O)CC(=O)CSc1nc2c(cc1C#N)CCCCCC2	15	0	.	106	.	.	-5	.	-3
O=C(NC(C(=O)O)c1ccccc1)c1ccc(S(=O)(=O)N2CCOCC2)cc1 (stereo not drawn)	-26	5	6	121	-3	-3	-23	1	-25
Cc1occc1C(=O)Nc1cccc(C(=O)NCc2ccccc2)c1	-5[fluorescence artefact?]	2	2	80[fluorescence artefact?]	-4	0	-21	0	5
COC(=O)CSc1nc(N)c(NC(=O)c2ccc(OC)c(OC)c2)c(=O)[nH]1	-13[fluorescence artefact?]	0	2	85	-12	-5	-17	2	12[fluorescence artefact?]
CC(=O)c1ccc(N2CCN(C(=O)c3cc(C)on3)CC2)cc1	-6	.	-1	92	28	24	.	-2	-5
O=C(C1CC(c2ccc(F)cc2)=NO1)N1CCN(c2ccccc2)CC1 (stereo not drawn)	-6	3	6	122	-14	-2	-7	-1	-4
CN1CCCC1CCNS(=O)(=O)c1ccc(Br)cc1 (stereo not drawn)	13	.	1	97	0	-8	.	-1	18
Cc1nc(CSc2ccc(Cl)cc2)cc(NCc2ccccc2)n1	3	-3	18	117	-18	0	-9	0	-4
CCCCCC1CCC(C(=O)NNC(=S)NCC)CC1 (stereo not drawn)	.	.	6	.	-19	-6	.	-4	.
Cn1c(Oc2ccc(Cl)cc2)c(C=O)c2ccccc21	.	-3	1	.	22	-14	12	4	.
CCOC(=O)c1ccc(Nc2nnc(C(C)(C)C)c(=O)[nH]2)cc1	3[fluorescence artefact?]	-7	1	121	-21	-13	-9	-5	5[fluorescence artefact?]

(continued)
SMILES	ERa SRC1 inh	CD11b adhes enh	Rev-RRE block	ERa SRC1 pot	Plk1 PBD FP	PLK1 kinase inh	Mac1 fbg inh	FAK blocker	ERb coact inh
CCCC(=O)c1ccc2c(c1)OCCO2	-7	-1	3	112	-12	2	3	2	-6
COc1ccc(-c2nc(CNS(=O)(=O)c3ccc(OC)c(OC)c3)cs2)cc1	-8	0	3	116	16	-16	-19	3	-10
CN(C)CC(=O)c1c[nH]c2ccccc12	2	.	4	99	22	1	.	-9	-5
Cc1ccc(Cl)cc1NC(=O)Cn1cccc1	-42	4	5	90	9	-10	-9	0	-24
Cc1ncoc1C(=O)Nc1ccc2c(c1)OCCO2	8	-3	4	108	6	2	1	1	12[fluorescence artefact?]
CC(=O)c1cccc(NC(=S)NCCC2=CCCCC2)c1	.	.	-8	.	-11	-7	.	-5	.
O=S(=O)(NC1CCCCCCC1)c1cccs1	-15	-1	5	108	3	-16	3	-1	-13
CCCc1nnc(NC(=O)C(CC)OC(=O)c2cc(C)nc3ccccc23)s1 (stereo not drawn)	.	.	7	.	-16	-9	.	3	.
Fc1ccc(CNn2cnnc2SCc2ccc(F)cc2)cc1	-25	.	21	103	15	-3	.	-1	-29[fluorescence artefact?]
CCC1C(=O)n2nc(-c3ccccc3)cc2N=C1C (stereo not drawn)	7	.	10	86	1	-3	.	3	-5[fluorescence artefact?]
COc1ccc(CCC2(C)NC(=O)NC2=O)cc1 (stereo not drawn)	-3	0	.	96	.	.	2	.	-10
CCOc1cc(/C=N/n2cnnc2)ccc1O	.	-1	7	.	-1	0	7	-6	.
COC(=O)c1ccccc1NC(=O)c1cc(C2CC2)on1	-2	3	10	92	23	-5	-3	2	1[fluorescence artefact?]
COCCCNC(=O)c1c(N)n(-c2ccc3c(c2)OCO3)c2nc3ccccc3nc12	20	-2	-3	98[fluorescence artefact?]	-10	-12	-8	4	20
Cc1ccc(-c2[nH]nc3c2C(c2ccccc2OC(=O)N2CCOCC2)C(C#N)=C(N)O3)cc1 (stereo not drawn)	-1	.	3	96	15	2	.	-4	3
O=S(=O)(c1cccc2nsnc12)N1CCc2ccccc2C1	0	.	4	105	-11	1	.	2	-2
O=C(CSc1nc2ccccc2c(=O)n1CCCC(=O)N1CCCC1)NCc1ccco1	-1	.	-1	109	-17	-6	.	-3	5
Clc1ccc(-c2ccnc(Oc3cc(Cl)ccc3Cl)n2)cc1	.	.	0	.	31	-21	.	6	.
CCOC(=O)N1CCN(C(=O)Cc2ccc(-n3c(=S)[nH]c4ccccc4c3=O)cc2)CC1	-3	-1	-2	103	-11	-10	-13	3	11
C=CCn1c(SCc2nc3ccccc3[nH]2)nnc1-c1cccc(OC)c1	-4	-3	0	107	1	-5	7	-8	-18
COc1ccc(C2C(C(=O)N3CCCCC3)CCC(=O)N2c2cc(OC)c(OC)c(OC)c2)cc1 (stereo not drawn)	1	.	-4	101	-26	7	.	1	-7
O=C(O)C1C2C=CC(C2)C1C(=O)OCC1CCCO1 (stereo not drawn)	-3	0	6	123[fluorescence artefact?]	26	-6	-5	-2	-12
COc1ccc(C2CC(=O)C(C=NCCN3CCOCC3)=C(O)C2)cc1 (stereo not drawn)	.	3	3	.	-8	-4	25	-5	.
